Bioassay records (PubChem)
KCNK9 block – KCNK9 potassium channel inhibitors, primary screen, HEK293 cells, thallium flux. B-score at 10 µM. actives 1.2% (n = 310,000). Potassium channel subfamily K member 9 (Homo sapiens), Q9NPC2. FluxOR thallium flux fluorescence; active compounds read low. AID 488922, 2010;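 active means ratio B-score over 3 SD below the library mean, with starting fluorescence within 5 SD of its mean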;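 further: negative B-score means less thallium flux so channel inhibition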
KCNK3 block – human KCNK3 channel inhibitors, primary screen, CHO cells, FluxOR thallium flux, B-score; Potassium channel subfamily K member 3 (Homo sapiens), O14649; FluxOR fluorescence; active compounds read low; B-score at 10 µM; actives 0.84% (n = 340,000); AID 602410, 2012;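 active means B-score under library mean minus 4 SD, starting fluorescence ratio at most library mean plus 5 SD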;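 further: more negative B-score means stronger inhibition of thallium flux through KCNK3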
HDAC3 inh – HDAC3 deacetylase inhibitors, primary screen, biochemical, fluorescence, cell-free homogeneous | inhibition, % at 8.3 µM | actives 0.15% (n = 320,000) | recombinant HDAC3, fluorogenic peptide/trypsin coupled | AID 2718, 2010; in the data active means inhibition above about 26%, passing the limit was not always enough; inconclusive means no clear call, values can overlap the other calls
TRPC4 potent – positive allosteric modulators of TRPC4, primary screen, cell-based, mouse TRPC4beta, HEK293 mu-opioid, Fluo-4 calcium; Short transient receptor potential channel 4 (Mus musculus), Q9QUQ5; DAMGO EC20, Fluo-4 Ca2+ flux; active compounds read high; B-score at 10 µM; actives 0.42% (n = 310,000); AID 2227, 2009;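 active means B-score of calcium response area above 5 SD of library B-scores, with initial fluorescence ratio within 5 SD of library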;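 further: B-score of integrated fluorescence ratio over time as area under calcium response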
KCNQ1 block – inhibitors of human KCNQ1 channel, primary screen, cell-based, thallium flux, high-throughput; Potassium voltage-gated channel subfamily KQT member 1 (Homo sapiens), P51787; CHO-K1 KCNQ1, FluxOR thallium flux fluorescence; active compounds read high; B-score at 10 µM; actives 1.3% (n = 310,000);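 active means compounds whose thallium flux B-score, printed positive for inhibition, exceeds three library SD while starting fluorescence stays within three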;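 further: channel opened by potassium depolarization with thallium stimulus after 20 min compound exposure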
hERG protect – hERG rescue from dofetilide block, primary screen, cell-based, CHO-hERG, FluxOR thallium flux, dofetilide IC70; dofetilide IC70 present; activation (rescue from dofetilide block), less the hit threshold, % at 10 µM; AID 1511, 2009; actives 0.51% (n = 310,000); Voltage-gated inwardly rectifying potassium channel KCNH2 (Homo sapiens), Q12809;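 active means activation above the mean of controls blocked by dofetilide plus 5 SD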;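 further: thallium influx through hERG after potassium depolarization seen as dye fluorescence rise; in these data hits start at about 4.7%; inactives centre near -7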
Target sequence (Q12809 whole entry, looked up): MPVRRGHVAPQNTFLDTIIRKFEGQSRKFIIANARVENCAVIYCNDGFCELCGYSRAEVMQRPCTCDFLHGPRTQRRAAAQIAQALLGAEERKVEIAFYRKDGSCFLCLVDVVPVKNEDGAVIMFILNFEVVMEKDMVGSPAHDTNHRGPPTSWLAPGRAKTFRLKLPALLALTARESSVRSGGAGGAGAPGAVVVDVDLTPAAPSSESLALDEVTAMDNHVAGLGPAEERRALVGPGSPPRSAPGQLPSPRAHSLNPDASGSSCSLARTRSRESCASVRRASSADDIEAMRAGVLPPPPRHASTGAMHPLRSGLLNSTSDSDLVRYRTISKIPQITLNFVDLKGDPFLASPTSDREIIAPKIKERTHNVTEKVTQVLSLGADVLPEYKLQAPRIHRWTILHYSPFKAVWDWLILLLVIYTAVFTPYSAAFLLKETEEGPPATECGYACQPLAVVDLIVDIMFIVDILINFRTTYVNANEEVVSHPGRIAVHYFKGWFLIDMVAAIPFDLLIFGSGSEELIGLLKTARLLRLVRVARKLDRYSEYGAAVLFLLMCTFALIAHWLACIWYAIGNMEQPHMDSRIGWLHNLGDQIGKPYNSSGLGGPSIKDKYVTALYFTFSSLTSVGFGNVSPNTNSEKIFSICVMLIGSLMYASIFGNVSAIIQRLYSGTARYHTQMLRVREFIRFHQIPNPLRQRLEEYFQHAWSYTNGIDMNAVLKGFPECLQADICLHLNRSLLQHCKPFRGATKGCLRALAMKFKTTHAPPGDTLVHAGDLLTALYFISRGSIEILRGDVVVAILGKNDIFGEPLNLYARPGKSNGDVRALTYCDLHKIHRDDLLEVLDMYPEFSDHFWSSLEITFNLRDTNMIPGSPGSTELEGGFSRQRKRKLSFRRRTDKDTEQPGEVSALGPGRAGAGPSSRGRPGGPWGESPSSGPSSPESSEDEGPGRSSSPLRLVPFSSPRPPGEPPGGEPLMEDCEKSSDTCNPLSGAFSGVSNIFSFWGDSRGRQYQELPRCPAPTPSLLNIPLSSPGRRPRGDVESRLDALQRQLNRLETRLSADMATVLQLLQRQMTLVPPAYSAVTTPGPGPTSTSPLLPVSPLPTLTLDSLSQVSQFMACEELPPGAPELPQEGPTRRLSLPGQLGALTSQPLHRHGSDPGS
KCNQ1 pot – potentiators or activators of KCNQ1 channel, primary screen, cell-based, thallium flux, high-throughput. Potassium voltage-gated channel subfamily KQT member 1 (Homo sapiens), P51787. CHO-K1 KCNQ1, thallium flux FluxOR fluorescence; active compounds read high. B-score at 10 µM. actives 0.35% (n = 310,000). AID 2648, 2010;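 active means fluorescence ratio B-score, a plate-corrected score, at least three library SD, with initial intensity B-score within 5 SD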
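Doses: Single concentration per compound, DMSO matched to controls | Test system: KCNQ1-transfected CHO-K1 cells | Timing: 90 min dye loading and 20 min compound exposure, both at room temperature | Measured by: Kinetic FluxOR thallium fluorescence, 10-s 1-Hz baseline, 110-s post-stimulus read | Medium: Assay buffer with matched DMSO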
TRPC4 act – activators of mouse TRPC4 channel, primary screen, Fluo4 calcium, HEK293 TRPC4beta/mu-opioid cells | actives 0.49% (n = 310,000) | B-score at 10 µM | Short transient receptor potential channel 4 (Mus musculus), Q9QUQ5 | Fluo4 calcium fluorescence; active compounds read high;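 active means B-score above 5 SD of library B-scores, and initial fluorescence ratio not above library mean plus 5 SD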;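 further: positive B-score marks a calcium rise read as TRPC4 activation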
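Incubation: 45 min room-temperature Fluo4 loading, 110 s read / System: HEK293 cells stably co-expressing mouse TRPC4beta and mu-opioid receptor / Signal: Fluo4 fluorescence, kinetic / Control set: buffer (low) and maximal DAMGO (high) / Measure: integrated baseline-normalised fluorescence ratio, converted to per-well B score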
ANO1 block – TMEM16A chloride channel inhibitors, primary screen, cell-based, HTS; AID 588511, 2011; HEK293 TMEM16A/YFP iodide influx fluorescence, ionomycin; actives 1.2% (n = 310,000); normalized B-score (activity score, 25-100; higher = stronger inhibition) at 10 µM; Anoctamin-1 (Mus musculus), Q8BHY3;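 active means ratio plate-corrected score three or more library SD toward inhibition, starting fluorescence score within five deviations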;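 further: score derived from kinetic fluorescence span divided by baseline fluorescence per well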
TMEM16A act – TMEM16A chloride channel activators or potentiators, primary screen, cell-based, HTS; Anoctamin-1 (Mus musculus), Q8BHY3; HEK293 TMEM16A/YFP-H148Q/I152L, iodide quench fluorescence; active compounds read low; B-score at 10 µM; actives 0.3% (n = 340,000); AID 623877, 2012;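 active means fluorescence-ratio B-score plate-corrected deviation score at least 3 library SD below zero, with starting fluorescence score within 5 deviations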;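 further: channel opened by trigger with iodide after compound preincubation; score built on the fluorescence ratio of max minus min over baseline; more negative score means more quench and so TMEM16A activation or potentiation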
Dyrk1A ADPGlo – rat Dyrk1A kinase inhibitors, primary screen, biochemical, single point, plate reader. inhibition, % at 12.5 µM. AID 504441, 2011. ADP-Glo luminescence, NFATc1 peptide. actives 0.43% (n = 310,000). Dual specificity tyrosine-phosphorylation-regulated kinase 1A (Rattus norvegicus), Q63470; in the data active means inhibition above about 50%;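 further: plate controls were vehicle with enzyme for no effect and no enzyme for full effect; many of its hits are not listed in these tables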
The depositor's hits bear a star; i = inactive; u = inconclusive; x = no result given. Some of the compounds tested; rates above refer to the full screens.

SMILES	KCNK9 block	KCNK3 block	HDAC3 inh	TRPC4 potent	KCNQ1 block	hERG protect	KCNQ1 pot	TRPC4 act	ANO1 block	TMEM16A act	Dyrk1A ADPGlo
CCN(CC)C(=O)C(C)OC(=O)COc1ccc(Cl)cc1Cl (stereo not given)	i	i	-4	i	i	-1	i	i	i	i	-1
COc1cc(OC)c(NC(=O)c2ccco2)cc1Cl	i	i	0	i	i	-9	i	i	i	i	6
Cc1cc(-c2cccc(Br)c2)c(C#N)c(N)n1	i	i	-7	i	i	4	i	i	i	i	5
COc1ccc(CCn2c(C)c(C(C)=O)c3cc(OC(=O)c4ccco4)ccc32)cc1OC	i	i	4	i	i	1	i	i	i	i	-2
N=C1c2ccccc2CN1NC(=O)CC12CC3CC(CC(C3)C1)C2	i	i	3	i	i	-14	i	i	i	i	x
CCN1CCN(C(=O)c2cn(CCOC)c(=O)c3c2c2ccccc2n3C)CC1	i	i	-22	i	i	-9	i	i	i	i	0
COc1ccc(Cl)c(NC(=O)Cn2nnc(-c3ccccc3N)n2)c1	i	i	10	i	i	1	i	i	i	i	-4
CCOc1ccc(S(=O)(=O)N2CCN(C(=S)NCc3ccco3)CC2)cc1	i	i	-5	i	i	-10	i	i	i	i	4
O=C(CN1C(=O)S/C(=C\c2ccc(O)c([N+](=O)[O-])c2)C1=O)Nc1ccc(N2CCOCC2)cc1	i	i	1	i	i	-2	i	i	i	i	-4
Nc1cc(C(=O)O)ccc1Nc1ccc(F)c(F)c1	x	i	-4	x	x	x	x	x	i	i	-4
CCCCCOc1ccc(C(=O)N(Cc2ccco2)C2CCS(=O)(=O)C2)cc1 (stereo not given)	i	i	9	i	i	-13	i	i	i	i	8
FC(F)Oc1ccc(-c2c[n+]3c(n2-c2ccccc2)CCCCC3)cc1	i	i	-6	i	i	-16	i	i	i	i	-3
CC(=O)N1N=C2/C(=C/c3ccccc3)CCCC2C1c1ccccc1 (stereo not given)	i	-9.6*	0	i	i	-12	i	i	i	i	-2
O=C(Nc1oc2ccc(Cl)cc2c(=O)c1-c1ccc(F)cc1)c1ccco1	i	i	-4	i	i	-5	i	i	i	i	-2
O=C(c1cccc(COc2ccc(Cl)cc2Cl)c1)N1CCN(c2ccccn2)CC1	i	i	10	i	i	-8	i	i	100*	i	-2
COc1ccc(N(C(=O)c2snc(C(N)=O)c2N)C(C(=O)NC2CCCC2)c2ccc(F)cc2)c(OC)c1 (stereo not given)	i	i	-2	i	i	-13	i	i	i	i	7
Cn1c(NCC(O)c2ccccc2)nc2c1c(=O)n(Cc1ccc(Cl)cc1)c(=O)n2C (stereo not given)	i	i	3	i	i	0	i	i	i	i	1
O=C(NCCN1CCOCC1)c1ccc(CSc2nc3ccncc3n2Cc2ccc(F)cc2)cc1	i	i	-2	i	i	-2	i	i	i	i	8
O=C(CC12CC3CC(CC(C3)C1)C2)Nc1nncs1	i	i	-3	i	i	-15	i	i	i	i	8
CCOC(=O)c1ccc(-n2c(C)nc3c(cnn3-c3ccccc3C)c2=O)cc1	i	i	3	i	i	-14	i	i	i	i	-2
CCOC(=O)C1=C(COC(=O)/C=C/c2cc(OC)c(OC)c(OC)c2)NC(=O)NC1C (stereo not given)	i	i	-2	i	i	-10	i	i	i	i	0
O=C(CN1C(=O)c2ccccc2S1(=O)=O)NC1CCCCC1	i	i	3	i	i	-9	i	i	i	i	2
O=C(O)COCC(=O)Nc1ccc(-n2cnnn2)cc1	i	i	-2	i	i	-17	i	i	i	i	-4
O=C(CNC(=O)c1ccc(Br)o1)Nc1ccncc1	i	i	x	i	i	-3	i	i	i	i	x
CN(C)c1ccc(CN2CCC(C(N)=O)CC2)cc1	i	i	-3	i	i	-2	i	i	i	i	-2
CCOc1ccc2nc(N=NC3=C(O)CC(C)(C)CC3=O)sc2c1	i	i	10	i	i	2	i	i	i	i	0
CCOc1ccc(-c2nc(C#N)c(N3CCN(C)CC3)o2)cc1	i	i	-33	i	i	-7	i	i	i	i	-7
CC(C)(C)c1ccc(C(=O)N2CCC(=O)N(C(COCc3ccccc3)Cc3ccccc3)CC2)cc1 (stereo not given)	i	i	1	i	i	-13	i	50*	i	i	6
O=C1CCN(Cc2ccc([N+](=O)[O-])cc2)CCN1[C@H](CO)Cc1ccccc1	i	i	-4	i	i	2	i	i	i	i	6
COc1ccc2cc3c(N)nn(C(=O)c4cccc(F)c4)c3nc2c1	i	i	-1	i	i	-10	i	i	i	i	-3
COc1ccc(-c2cc(C(=O)NCc3ccccc3)no2)cc1OC	i	i	2	i	i	-3	i	i	i	i	-7
O=C(c1cccc(Oc2ccc([N+](=O)[O-])cc2)c1)N1CCOCC1	i	i	5	i	i	-7	i	i	i	i	-5
O=C(O)c1ccccc1C(=O)c1ccc(N2CCOCC2)c([N+](=O)[O-])c1	i	i	-1	i	i	-6	i	i	i	i	1
CC(=O)Nc1ccc(-c2csc(NC(=O)CC(NC(C)=O)c3ccccc3)n2)cc1 (stereo not given)	i	i	1	i	i	-10	i	i	i	i	5
Cc1sc(NC(=O)c2cccs2)nc1-c1ccccc1	i	i	1	i	i	-13	i	i	i	i	-1
CCCN1CCN(C(=O)CCn2c(=O)c3cccn3c3cccnc32)CC1	i	i	8	i	i	-4	i	i	i	i	1
CC(=O)Nc1ccc(NC(=O)CSc2nnc(-c3cccs3)n2C)cc1	i	i	-4	i	i	-6	i	i	i	i	-1
CN=C(C)/C(C(=O)OC)=C(/O)c1c(F)cccc1F	i	i	11	i	i	-3	i	i	i	i	x
O=C(NCC(=O)N(Cc1cccs1)C(C(=O)NC1CCCC1)c1ccncc1)c1ccco1 (stereo not given)	i	i	-3	i	i	-5	i	i	i	i	-3
COc1ccc(OC)c(/C=N/NC(=O)CNC(=O)c2ccc(S(=O)(=O)N3CCOCC3)cc2)c1	i	i	-1	i	i	-13	i	i	i	i	3
Nc1c(C(=O)N2CCCCCC2)oc2ccccc12	i	i	3	i	i	-5	i	i	i	i	-3
CCOC(=O)C1Cc2c([nH]c3ccccc23)C(C)N1 (stereo not given)	i	i	-1	i	i	-3	i	i	i	i	3
CCCCn1nc2cc(C(=O)NCc3ccc(OC(F)(F)F)cc3)ccc2c1OC	i	i	u	i	i	-6	i	i	i	i	7
CS(=O)(=O)N(CC(=O)NCCSc1ccccn1)c1ccc(F)cc1	i	i	1	i	i	-11	i	i	i	i	-5
COc1ccc(CNC(=O)CSc2ncn[nH]2)cc1	i	i	6	i	i	1	i	i	i	i	-3
Cc1nn(Cc2ccccc2Cl)c(C)c1NC(=O)c1ccn(C)n1	i	i	2	i	i	-2	i	i	i	i	1
Cc1cc(C(=O)NCc2ccccc2F)cs1	i	i	0	i	i	-8	i	i	i	i	6
CCOc1ccccc1NC(=O)c1ccccc1-c1nc(-c2ccccc2)no1	i	i	-6	i	i	-15	i	i	i	i	-1
COC(=O)c1ccc(COC(=O)c2ccc(SC)cc2OC)cc1	i	i	6	i	i	-6	i	i	i	i	1
CC(=O)c1cccc(NC(=O)COC(=O)c2cccc(N3C(=O)c4ccccc4C3=O)c2)c1	i	i	1	i	i	-4	i	i	i	i	-2
Cc1cc(F)ccc1NS(=O)(=O)c1c(C)nc2scc(C)n2c1=O	i	i	-4	i	i	-10	i	i	i	i	2
Cc1cc(C)nc(SCc2nnc(SCC(=O)Nc3cc(C(F)(F)F)ccc3Cl)o2)n1	i	i	3	i	i	-11	i	i	i	i	-3
O=[N+]([O-])c1ccc(N2CCSCC2)cc1O	i	i	1	i	i	-7	i	i	i	i	-9
CC1Cc2ccccc2N1C(=O)c1ccc2c(c1)nnn2C (stereo not given)	i	i	-4	i	i	-5	i	i	i	i	3
O=C(c1cccc2ccccc12)n1nnc2ccccc21	i	x	11	i	i	-2	i	i	i	x	x
Cc1nnc(SCC(=O)N2CCN(S(=O)(=O)c3ccc(Cl)cc3)CC2)[nH]c1=O	i	i	-6	i	i	-7	i	i	i	i	6
O=C(N/N=C/c1c[nH]c2ccc(Br)cc12)C1CC1	i	i	7	i	i	-12	i	i	i	i	38
O=C(Cc1ccccc1)NNC(=O)c1ccc(NC(=O)c2ccccc2)cc1	i	i	5	i	i	1	i	i	i	i	0

Six of these compounds in another layout.
| Molecule | KCNK9 block | KCNK3 block | HDAC3 inh | TRPC4 potent | KCNQ1 block | hERG protect | KCNQ1 pot | TRPC4 act | ANO1 block | TMEM16A act | Dyrk1A ADPGlo |
| --- | --- | --- | --- | --- | --- | --- | --- | --- | --- | --- | --- |
| CCN1CCN(C(=O)c2cn(CCOC)c(=O)c3c2c2ccccc2n3C)CC1 | i | i | -22 | i | i | -9 | i | i | i | i | 0 |
| COc1ccc(Cl)c(NC(=O)Cn2nnc(-c3ccccc3N)n2)c1 | i | i | 10 | i | i | 1 | i | i | i | i | -4 |
| CCOc1ccc(S(=O)(=O)N2CCN(C(=S)NCc3ccco3)CC2)cc1 | i | i | -5 | i | i | -10 | i | i | i | i | 4 |
| O=C(CN1C(=O)S/C(=C\c2ccc(O)c([N+](=O)[O-])c2)C1=O)Nc1ccc(N2CCOCC2)cc1 | i | i | 1 | i | i | -2 | i | i | i | i | -4 |
| Nc1cc(C(=O)O)ccc1Nc1ccc(F)c(F)c1 | x | i | -4 | x | x | x | x | x | i | i | -4 |
| CCCCCOc1ccc(C(=O)N(Cc2ccco2)C2CCS(=O)(=O)C2)cc1 (stereo not given) | i | i | 9 | i | i | -13 | i | i | i | i | 8 |
